Source: PubChem (several laboratories)
NTR1 agonist = agonists of NTR1, primary screen, imaging, U2OS cells, beta-arrestin-GFP, high content (AID 493036). hit rate 0.17% among 330,000. P30989. NTR1-U2OS beta-arrestin-GFP spot imaging, agonist mode. activation, % at 20 µM;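 active = activation at or above 40% of the spot to cytoplasm intensity ratio, with at least 20 cells analyzed; inconclusive = wells under 20 cells, flagged as cytotoxic or low count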;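 also: 0% = DMSO without peptide and 100% = 100 nM NTR1 peptide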
Target sequence (P30989 whole entry, looked up): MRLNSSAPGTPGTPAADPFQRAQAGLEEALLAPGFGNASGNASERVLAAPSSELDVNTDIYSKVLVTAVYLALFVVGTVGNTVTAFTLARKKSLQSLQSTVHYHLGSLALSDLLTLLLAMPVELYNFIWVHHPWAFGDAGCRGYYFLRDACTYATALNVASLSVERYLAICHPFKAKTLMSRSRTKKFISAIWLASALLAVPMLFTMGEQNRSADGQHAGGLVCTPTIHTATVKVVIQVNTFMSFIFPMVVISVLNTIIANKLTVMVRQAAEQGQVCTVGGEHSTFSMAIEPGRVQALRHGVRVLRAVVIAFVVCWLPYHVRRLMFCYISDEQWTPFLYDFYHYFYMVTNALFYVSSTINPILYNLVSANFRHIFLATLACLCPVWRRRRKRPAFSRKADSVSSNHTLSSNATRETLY
GPR55 LPI antagonism = GPR55 antagonists blocking LPI-driven arrestin recruitment, primary screen, imaging, U2OS, beta-arrestin-GFP, LPI agonist (AID 2013) | U2OS GPR55 beta-arrestin-GFP translocation imaging, LPI antagonism; higher % means a stronger effect | inhibition, % at 10 µM, or IC50 in µM where a hit was titrated | hit rate 0.13% among 290,000;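 active = spots per cell inhibited over 60%, with over 100 cells counted and total cytoplasm intensity under 500,000; inconclusive = wells with under 100 cells, flagged as likely toxic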;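 also: U2OS cells stably carrying GPR55 and arrestin-GFP stimulated by 5 µM LPI near EC80; imaged beta-arrestin-GFP aggregate spots per cell after agonist stimulation; plate controls were LPI-stimulated DMSO wells for no effect and DMSO wells without LPI for full effect; some results filed as inactive read as strong as hits; confirmed hits need IC50 under 10 µM and bright autofluorescent wells are also inconclusive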
Myeloid diff MLP = compounds promoting myeloid differentiation; ER-HoxA9 myeloid progenitors, lysozyme-GFP differentiation, flow cytometry; calls only at 10 µM; hit rate 1% among 360,000; AID 624256;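 active = normalized GFP-positive differentiation at or above the plate's own cutoff, the solvent-only control mean plus 3 SD; inconclusive = no clear call, values can overlap the other calls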;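 also: cells exposed to compound for four days before flow analysis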
PhoP inhibition = inhibitors of PhoP regulon expression, primary screen, Salmonella Typhimurium, GFP reporter (AID 1863). S. Typhimurium PhoP-regulated promoter GFP reporter, 4 h; higher % means a stronger effect. inhibition, % at 50 µM, or IC50 in µM where a hit was titrated. hit rate 0.16% among 300,000;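 active = inhibition over 29.93%, a cutoff 3 SD above the screen mean, later confirmed by dose response; inconclusive = inhibition over 29.93% but no dose response follow-up; inactive = inhibition at most 29.93% or unconfirmed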;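 also: 0% = low Mg2+ inducing control and 100% = high Mg2+ repressing control; strong numbers were not always called active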
Siah-1 displacement = Siah-1 peptide-binding antagonists, primary screen, biochemical, fluorescence polarization, rhodamine-plectin, uHTS (AID 1817) | hit rate 0.02% among 290,000 | displacement, % at 20 µM, or IC50 in µM where a hit was titrated | Siah-1 / rhodamine-plectin peptide fluorescence polarization; higher % means a stronger effect;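 active = displacement of at least 50% at 20 µM, with a fluorescence ratio check between 0.3 and a set limit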;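 also: plate controls were Siah plus tracer with DMSO for no effect and tracer alone without Siah for full effect; strong numbers were not always called active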
LYP phosphatase = inhibitors of LYP phosphatase, biochemical, fluorescence intensity, uHTS (AID 1779); recombinant LYP phosphatase, fluorescence intensity; higher % means a stronger effect; inhibition, % at 11.5 µM; hits with a dose series show IC50 in µM; hit rate 0.054% among 290,000; in the data active = inhibition above about 50%;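 also: plate controls were vehicle with enzyme for no effect and no enzyme for full effect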
GPR35 arrestin U2OS = inhibition of zaprinast-stimulated GPR35 beta-arrestin translocation – imaging, U2OS, beta-arrestin-GFP, zaprinast agonist, primary screen (AID 2058); U2OS GPR35 beta-arrestin-GFP translocation imaging, zaprinast antagonism; higher % means a stronger effect; inhibition, % at 10 µM; hits with a dose series show IC50 in µM; hit rate 0.052% among 290,000;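 active = inhibition of at least 50% with at least 30 cells and total cytoplasm GFP at most 10,000,000; inconclusive = under 30 cells or total GFP of 10,000,000 plus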
Rac1 GTP hydrolysis = MgcRacGAP GTPase-activating activity inhibitors, confirmation, biochemical, ADP Hunter fluorescence | hit rate 0.6% among 340,000 | MgcRacGAP-stimulated Rac1 GTP hydrolysis, ADP Hunter fluorescence; higher % means a stronger effect; GST-tagged Rac1 F28L mutant substrate | one-dose inhibition, % at 30 µM; IC50 in µM for titrated hits;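 active = first-screen hits whose inhibition reached a set limit at any dose in the follow-up dose series; inconclusive = inhibition above the set first-screen limit but never retested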;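 also: fluorescence reports GDP produced by GAP-driven GTP hydrolysis; strong numbers were not always called active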
HIV peptide binding = inhibitors of HIV fusion peptide binding, primary screen, biochemical, uHTS, fluorescence dequenching (AID 1986). cell-free peptide binding, fluorescence dequenching, 30 min; higher % means a stronger effect. inhibition, % at 20 µM; hits with a dose series show IC50 in µM. hit rate 0.3% among 290,000; in the data active = inhibition mostly above about 52%, no sharp cut-off; inactive = mostly below about 76%; also: some results filed as inactive read as strong as hits
NTR1 agonist cell count 20 µM = second read-out of NTR1 agonist, no call of its own (marks repeat the call); cell count; measured here: cell count, cytotoxicity flag
Myeloid diff MLP GFP+ MAC1+ % = further read-out of Myeloid diff MLP, marked with its call; GFP+ MAC1+ double positive, %; measured here: differentiation confirmed by MAC1 staining
* marks the source's active call; other numbers are inactive results. An unsorted share of the library, and some 2.4% of all compounds hit somewhere here.

Results for Cc1ccc(S(=O)(=O)c2cc3c(=O)n4ccccc4nc3n(C3CCCCC3)c2=N)cc1 ?
NTR1 agonist: 7.9; GPR55 LPI antagonism: 18.4%; Myeloid diff MLP: inactive; PhoP inhibition: -5.2%; Siah-1 displacement: 0.1%; LYP phosphatase: -12.9%; GPR35 arrestin U2OS: -1.4%; Rac1 GTP hydrolysis: 10.8%; HIV peptide binding: 2.3%; NTR1 agonist cell count 20 µM: 56; Myeloid diff MLP GFP+ MAC1+ %: 2.6

Results for COc1ccc(CCN(C)C2CCCN(C(=O)c3ccnn3C)C2)cc1OC (centres undefined) ?
NTR1 agonist: 0.1; GPR55 LPI antagonism: -0.9%; Myeloid diff MLP: inactive; PhoP inhibition: 0.4%; Siah-1 displacement: 8.3%; LYP phosphatase: -10.4%; GPR35 arrestin U2OS: 4.4%; Rac1 GTP hydrolysis: 6.3%; HIV peptide binding: 0.3%; NTR1 agonist cell count 20 µM: 64; Myeloid diff MLP GFP+ MAC1+ %: 1.0

How did C=CCNc1nc(-c2ccc3c(c2)OCCO3)cs1 do in these assays?
NTR1 agonist: -0.2; GPR55 LPI antagonism: 14.8%; Myeloid diff MLP: inactive; PhoP inhibition: -4.0%; Siah-1 displacement: 10.4%; LYP phosphatase: -6.3%; GPR35 arrestin U2OS: -8.5%; Rac1 GTP hydrolysis: 11.6%; HIV peptide binding: 4.0%; NTR1 agonist cell count 20 µM: 53; Myeloid diff MLP GFP+ MAC1+ %: 0.6

Results for CCN(CC)CCCNC(=S)N(Cc1cccs1)Cc1cc2cc3c(cc2[nH]c1=O)OCCO3 ?
NTR1 agonist: -0.5; GPR55 LPI antagonism: 13.0%; Myeloid diff MLP: inactive; PhoP inhibition: 9.2%; Siah-1 displacement: 1.9%; LYP phosphatase: -1.6%; GPR35 arrestin U2OS: 12.6%; Rac1 GTP hydrolysis: 3.0%; HIV peptide binding: -0.6%; NTR1 agonist cell count 20 µM: 32; Myeloid diff MLP GFP+ MAC1+ %: 0.2

Results for COC(=O)Nc1nc(C)c(C(=O)N(C)C)s1 ?
NTR1 agonist: 0.0; GPR55 LPI antagonism: 18.5%; Myeloid diff MLP: inactive; PhoP inhibition: 10.9%; Siah-1 displacement: 1.5%; LYP phosphatase: -6.6%; GPR35 arrestin U2OS: 22.5%; Rac1 GTP hydrolysis: 11.1%; HIV peptide binding: 4.1%; NTR1 agonist cell count 20 µM: 49; Myeloid diff MLP GFP+ MAC1+ %: 0.8

Results for COc1ccccc1CNC(=O)CN(C)S(=O)(=O)c1cccc2cccnc12 ?
NTR1 agonist: 3.7; GPR55 LPI antagonism: -9.1%; Myeloid diff MLP: inactive; PhoP inhibition: -7.3%; Siah-1 displacement: -1.8%; LYP phosphatase: -7.2%; GPR35 arrestin U2OS: -4.3%; Rac1 GTP hydrolysis: 11.8%; HIV peptide binding: 0.0%; NTR1 agonist cell count 20 µM: 62; Myeloid diff MLP GFP+ MAC1+ %: 0.6

How did Cc1c(Cl)c([N+](=O)[O-])nn1CC(=O)N1CCc2ccccc2C1 do in these assays?
NTR1 agonist: 2.0; GPR55 LPI antagonism: 6.2%; Myeloid diff MLP: inactive; PhoP inhibition: -7.6%; Siah-1 displacement: -0.1%; LYP phosphatase: -1.1%; GPR35 arrestin U2OS: -2.1%; Rac1 GTP hydrolysis: 6.0%; HIV peptide binding: -3.3%; NTR1 agonist cell count 20 µM: 72; Myeloid diff MLP GFP+ MAC1+ %: 0.5

How did N#CNC(=Nc1cccc(F)c1)SCc1ccccc1 do in these assays?
NTR1 agonist: 4.9; GPR55 LPI antagonism: -1.4%; Myeloid diff MLP: inactive; PhoP inhibition: -9.4%; Siah-1 displacement: 18.9%; LYP phosphatase: -6.5%; GPR35 arrestin U2OS: 10.7%; Rac1 GTP hydrolysis: 5.7%; HIV peptide binding: 1.9%; NTR1 agonist cell count 20 µM: 77; Myeloid diff MLP GFP+ MAC1+ %: 0.5

How did O=C(CCC1CCCCC1)NNC(=O)c1cnccn1 do in these assays?
NTR1 agonist: 0.7; GPR55 LPI antagonism: 4.7%; Myeloid diff MLP: inactive; PhoP inhibition: -11.1%; Siah-1 displacement: 3.1%; LYP phosphatase: 5.6%; GPR35 arrestin U2OS: -6.4%; Rac1 GTP hydrolysis: 3.7%; HIV peptide binding: 0.9%; NTR1 agonist cell count 20 µM: 68; Myeloid diff MLP GFP+ MAC1+ %: 1.1

What do the screens show for `COc1ccc(OC)c(NC(=O)c2ccc3c(c2)OCO3)c1`?
NTR1 agonist: 0.4; GPR55 LPI antagonism: -22.0%; Myeloid diff MLP: inactive; PhoP inhibition: -4.7%; Siah-1 displacement: 2.8%; LYP phosphatase: -6.6%; GPR35 arrestin U2OS: -15.3%; Rac1 GTP hydrolysis: 14.2%; HIV peptide binding: -1.5%; NTR1 agonist cell count 20 µM: 64; Myeloid diff MLP GFP+ MAC1+ %: 0.7

How did S=C(Nc1ccc(Cl)cc1)c1sc(N2CCCCC2)nc1N1CCOCC1 do in these assays?
NTR1 agonist: 6.7; GPR55 LPI antagonism: 6.1%; Myeloid diff MLP: inactive; PhoP inhibition: 3.7%; Siah-1 displacement: 2.6%; LYP phosphatase: 5.9%; GPR35 arrestin U2OS: 17.3%; Rac1 GTP hydrolysis: 10.5%; HIV peptide binding: 12.9%; NTR1 agonist cell count 20 µM: 55; Myeloid diff MLP GFP+ MAC1+ %: 0.7

Results for COc1cccc2cc(C(C)N(CCCN3CCOCC3)C(=S)Nc3cc(C)ccc3C)oc12 (centres undefined) ?
NTR1 agonist: 1.2; GPR55 LPI antagonism: -0.7%; Myeloid diff MLP: inactive; PhoP inhibition: 1.2%; Siah-1 displacement: -4.5%; LYP phosphatase: -6.1%; GPR35 arrestin U2OS: 0.8%; Rac1 GTP hydrolysis: 13.5%; HIV peptide binding: -1.7%; NTR1 agonist cell count 20 µM: 61; Myeloid diff MLP GFP+ MAC1+ %: 0.4

Results for COC(=O)CSc1nnc([C@H](Cc2ccccc2)NC(=O)OC(C)(C)C)o1 ?
NTR1 agonist: 2.7; GPR55 LPI antagonism: -10.0%; Myeloid diff MLP: inactive; PhoP inhibition: 5.1%; Siah-1 displacement: 1.1%; LYP phosphatase: -1.3%; GPR35 arrestin U2OS: 21.8%; Rac1 GTP hydrolysis: 5.9%; HIV peptide binding: 167.2%; NTR1 agonist cell count 20 µM: 63; Myeloid diff MLP GFP+ MAC1+ %: 0.5

Results for CCn1cc(S(=O)(=O)CC(=O)Nc2ccc3c(c2)OCCO3)c2ccccc21 ?
NTR1 agonist: 0.0; GPR55 LPI antagonism: 17.4%; Myeloid diff MLP: inactive; PhoP inhibition: -14.8%; Siah-1 displacement: -1.7%; LYP phosphatase: -4.1%; GPR35 arrestin U2OS: 5.7%; Rac1 GTP hydrolysis: 10.3%; HIV peptide binding: 0.3%; NTR1 agonist cell count 20 µM: 100; Myeloid diff MLP GFP+ MAC1+ %: 0.8

Results for CCC/C=C1/CCCOC(C(=O)NCc2cc(C)n(C)n2)(C(F)(F)F)C1 (centres undefined) ?
NTR1 agonist: 0.0; Myeloid diff MLP: inactive; PhoP inhibition: 6.9%; Rac1 GTP hydrolysis: -2.3%; NTR1 agonist cell count 20 µM: 98; Myeloid diff MLP GFP+ MAC1+ %: 2.0

What do the screens show for `COc1ccc(OC(C)C(=O)Nc2ccc(F)cc2F)cc1` (centres undefined)?
NTR1 agonist: 0.9; GPR55 LPI antagonism: 0.0%; Myeloid diff MLP: inactive; PhoP inhibition: 3.8%; Siah-1 displacement: 10.1%; LYP phosphatase: -8.3%; GPR35 arrestin U2OS: inconclusive; Rac1 GTP hydrolysis: -0.5%; HIV peptide binding: 0.3%; NTR1 agonist cell count 20 µM: 64; Myeloid diff MLP GFP+ MAC1+ %: 0.0

Results for CSCCC(=O)NC1CC(C)(C)Cc2c1cnn2-c1ccccc1C (centres undefined) ?
NTR1 agonist: -0.2; GPR55 LPI antagonism: 4.9%; Myeloid diff MLP: inactive; PhoP inhibition: -5.0%; Siah-1 displacement: 0.7%; LYP phosphatase: -7.0%; GPR35 arrestin U2OS: -3.5%; Rac1 GTP hydrolysis: -8.8%; HIV peptide binding: -0.6%; NTR1 agonist cell count 20 µM: 39; Myeloid diff MLP GFP+ MAC1+ %: 0.7

Results for NNc1nc2ccc(Cl)cc2s1 ?
NTR1 agonist: -1.3; GPR55 LPI antagonism: -9.6%; Myeloid diff MLP: inactive; PhoP inhibition: 7.9%; Siah-1 displacement: -0.1%; LYP phosphatase: -5.2%; GPR35 arrestin U2OS: -0.7%; Rac1 GTP hydrolysis: 8.1%; HIV peptide binding: 6.6%; NTR1 agonist cell count 20 µM: 63; Myeloid diff MLP GFP+ MAC1+ %: 0.1

How did O=C(CSc1ccc(-c2cccc([N+](=O)[O-])c2)nn1)NCc1ccccc1 do in these assays?
NTR1 agonist: 0.8; GPR55 LPI antagonism: -2.3%; Myeloid diff MLP: inactive; PhoP inhibition: -6.7%; Siah-1 displacement: 0.9%; LYP phosphatase: 0.5%; GPR35 arrestin U2OS: 9.2%; Rac1 GTP hydrolysis: 5.6%; HIV peptide binding: -2.0%; NTR1 agonist cell count 20 µM: 55; Myeloid diff MLP GFP+ MAC1+ %: 0.8

Results for O=C1CN(C(=O)CC2C(=O)NCCN2Cc2ccccc2C(F)(F)F)CCN1 (centres undefined) ?
NTR1 agonist: 0.0; GPR55 LPI antagonism: 21.5%; Myeloid diff MLP: inactive; PhoP inhibition: -0.1%; Siah-1 displacement: 2.0%; LYP phosphatase: -10.6%; GPR35 arrestin U2OS: -0.1%; Rac1 GTP hydrolysis: 9.5%; HIV peptide binding: -0.9%; NTR1 agonist cell count 20 µM: 68; Myeloid diff MLP GFP+ MAC1+ %: 1.5

Results for CCCC(=O)C1=C(O)C(C(=O)OC)C(C)(C)CC1=Nc1cccc([N+](=O)[O-])c1 (centres undefined) ?
NTR1 agonist: -0.2; GPR55 LPI antagonism: 7.5%; Myeloid diff MLP: inactive; PhoP inhibition: 9.1%; Siah-1 displacement: 10.1%; LYP phosphatase: -4.3%; GPR35 arrestin U2OS: 2.0%; Rac1 GTP hydrolysis: -9.8%; HIV peptide binding: -1.0%; NTR1 agonist cell count 20 µM: 75; Myeloid diff MLP GFP+ MAC1+ %: 0.3

Results for Cc1cc(C)n2c(-c3ccccc3Cl)nnc2n1 ?
NTR1 agonist: 0.8; GPR55 LPI antagonism: 16.4%; Myeloid diff MLP: inactive; PhoP inhibition: -4.6%; Siah-1 displacement: 7.8%; LYP phosphatase: -2.9%; GPR35 arrestin U2OS: 1.7%; Rac1 GTP hydrolysis: 8.8%; HIV peptide binding: 4.2%; NTR1 agonist cell count 20 µM: 44; Myeloid diff MLP GFP+ MAC1+ %: 0.3
